Screening results (PubChem)
INS promoter inh: inhibitors of insulin promoter-driven GFP, primary screen, imaging, TRM-6 cells (human fetal islet line), eGFP reporter, cell count; reporter expression induced with tamoxifen; inhibition, % at 2 µM; 0.9% of 130,000 active; AID 1273, 2008;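 active = inhibition above the mean plus 3 SD, with well images judged a real hit on visual review, cut at about 60% in these data, passing the limit was not always enough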
SDO1 yeast rescue: growth rescue of sdo1-depleted yeast, primary screen, S. cerevisiae, bone marrow failure model. S. cerevisiae sdo1-depleted JHY4D growth rescue, OD600 30 h; hits give high values; pdr5 snq2 efflux-pump mutant strain. z-score at 10 µM. 0.21% of 140,000 active. AID 817, 2007;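 active = z-score above 3 at both the 24 hr and the 30 hr optical density reads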;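 also: z-score against mean and SD of all compound wells on the same plate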
SDO1 yeast rescue Rescue 24 h: second read-out of SDO1 yeast rescue, no call of its own (marks repeat the call); z-score; S. cerevisiae sdo1-depleted JHY4D growth rescue, OD600; measured here: growth rescue at 24 h;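 0 is the plate mean of compound wells and units are plate SD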
Numbers without * were called inactive; / = no result given; [ ] = another dose, or the depositor's remark. Some of the compounds tested; rates above refer to the full screens.

SMILES	INS promoter inh	SDO1 yeast rescue	SDO1 yeast rescue Rescue 24 h
C/C=C/c1ccc(OCCOc2ccc(C=O)cc2OC)c(OC)c1	/	0.3	0.98
COc1ccc(N2C(=O)c3ccccc3NC23C(=O)N(C)c2ccccc23)cc1 (stereo unspecified)	46.0	-0.49	-1.23
Cc1ccc(S(=O)(=O)N2CCCC2C(=O)OCc2nc3sc(C)c(C)c3c(=O)[nH]2)cc1 (stereo unspecified)	30.8	0.03	-0.26
Cc1cc(C)n2nc(S(=O)(=O)N(C)Cc3ccccc3)nc2n1	59.6	0.47	0.45
CCC(C)(C(=O)NC1CCCC1)N(Cc1ccco1)C(=O)Cc1cccs1 (stereo unspecified)	-83.8	-0.55	-0.36
COc1ccc(CCNCc2ccc(OCc3ccc(Cl)nc3)c(OC)c2)cc1OC	15.5	1.13	1.45
Cc1ccc(/C=C/C(=O)C2C(=O)c3ccccc3C2=O)cc1	/	-2.66	-2.64
Cc1c(C(=O)Nc2ccc3c(c2)CCC3)cccc1[N+](=O)[O-]	-35.7	0.13	0.14
CCOc1ccc2nc(C(=O)N3CCCC(C)C3)sc2c1 (stereo unspecified)	-14.8	0.16	-0.83
CCOC(=O)N1CCN(CC(=O)Nc2c(C(=O)OC)[nH]c3cc(C)ccc23)CC1	-17.1	-0.22	0.41
CCn1c(O)c(N=NC2=NC(=O)CS2)c2ccccc21	-27.6	15.9*	4.02*
O=C(Nc1nc2c(s1)CCCC2)c1ccc(Br)s1	7.7	-2.08	-0.98
Nc1nc(SCC(=O)Nc2ccccc2-c2ccccc2)n[nH]1	-42.9	-0.34	-0.49
COc1ccc(-c2cc(C(=O)N3CCCc4ccccc43)no2)cc1OC	/	-1.27	-1.41
O=C1CN(C(=O)CSc2nc3ccccc3n2CCc2ccccc2)c2ccccc2N1	22.2	0.04	-0.09
Cc1nn(C)cc1CNC(=O)c1ccccc1Br	18.8	1.56	0.76
Cc1ccc(S(=O)(=O)CC(=O)N(C)C)cc1	33.3	0.01	-0.6
CCCCN(C)CCCNC(=O)CN1C(=O)CSc2ccc(S(=O)(=O)N3CCOCC3)cc21	57.1	1.24	0.4
Clc1ccc(OCc2cnc(Cl)s2)cc1	/	0.98	0.31
NC(=O)CSc1nnc(-c2ccco2)n1N	47.2	0.21	-0.71

The list goes on, overlapping the part above by 3 compounds.
SMILES	INS promoter inh	SDO1 yeast rescue	SDO1 yeast rescue Rescue 24 h
CCCCN(C)CCCNC(=O)CN1C(=O)CSc2ccc(S(=O)(=O)N3CCOCC3)cc21	57.1	1.24	0.4
Clc1ccc(OCc2cnc(Cl)s2)cc1	/	0.98	0.31
NC(=O)CSc1nnc(-c2ccco2)n1N	47.2	0.21	-0.71
O=C(Nc1nnc(C2CC2)s1)c1cc(-c2ccccc2)nn1-c1ccccc1	-6.5	-2.06	-1.82
CC1(C)CN(c2ccc(F)cc2)C1=O	-12.2	/	/
CCCS(=O)(=O)N1CCN(C(=O)c2ccccc2F)CC1	37.0	1.32	1.33
C=CCOC(=O)c1ccc(-n2cncn2)nc1	-7.1	0.09	0.02
CC(=O)c1cc2c(cc1NC(=O)CCn1cccc1)OCO2	63.6	-0.65	-0.07
c1ccc2c(c1)NC(c1ccncc1)n1c-2nc2ccccc21 (stereo unspecified)	77.8*	0.13[6.6 µM]	0.35
COc1ccc2nc(C)[nH]c(=O)c2c1	15.2	2.28	2.35
O=C(NC1CCCCC1)C(c1cccs1)N(CC1CCCO1)C(=O)c1csnn1 (stereo unspecified)	/	0.19	-0.04
COc1cc(SC)ccc1C(=O)Nc1ccc2c(c1)CCN2S(C)(=O)=O	68.8	1.11	-0.33
Cn1c(=O)c(=O)n(C)c2cc(S(=O)(=O)N3CCc4ccccc43)ccc21	/	-0.72	-0.43
CC1CCN(C(=O)CSc2nnc(Cc3cccn3C)n2CCc2ccccc2)CC1	/	0.31	0.14
CCOC(=O)c1cc(C)sc1/N=C/C1=C(O)CCCC1=O	20.0	0.09	-0.08
Clc1ccc(NC2=NCCCCC2)cc1	/	0.3	0.04
N#C/C(=C/c1cn(-c2ccccc2)nc1-c1cccc(OCc2ccccc2)c1)C(=O)NCCCn1ccnc1	4.6	-1.18	-1.09
O=C(CSc1cn(CCNC(=O)c2ccccc2)c2ccccc12)NCc1ccco1	/	1.27	1.38
COc1c([N+](=O)[O-])c(=O)n(-c2ccccc2)c2ccccc12	23.1	-1.07	0.02
COc1ccc(S(=O)(=O)N2CCC(C)CC2)cc1Br	27.6	-0.08	-0.01
COc1ccc(-c2csc(NC(=O)c3nc(-c4ccccc4)oc3C)n2)cc1	-25.8	-0.58	1.68
CC1CN(c2nc(-c3ccccc3)nc3ccccc23)CC(C)O1 (stereo unspecified)	92.0*	-2.7	-2.19
CCOC(=O)C1CCN(C(=O)c2c(-c3c(Cl)cccc3Cl)noc2C)CC1	-15.0	0.03	0.01

Five compounds from above, reduced to SDO1 yeast rescue and SDO1 yeast rescue Rescue 24 h:
compound	SDO1 yeast rescue	SDO1 yeast rescue Rescue 24 h
N#C/C(=C/c1cn(-c2ccccc2)nc1-c1cccc(OCc2ccccc2)c1)C(=O)NCCCn1ccnc1	-1.18	-1.09
O=C(CSc1cn(CCNC(=O)c2ccccc2)c2ccccc12)NCc1ccco1	1.27	1.38
COc1c([N+](=O)[O-])c(=O)n(-c2ccccc2)c2ccccc12	-1.07	0.02
COc1ccc(S(=O)(=O)N2CCC(C)CC2)cc1Br	-0.08	-0.01
COc1ccc(-c2csc(NC(=O)c3nc(-c4ccccc4)oc3C)n2)cc1	-0.58	1.68

Other entries
SMILES	INS promoter inh	SDO1 yeast rescue	SDO1 yeast rescue Rescue 24 h
COc1ccccc1Cn1c(=O)c2ccccc2n2c(SCC(=O)N3CCCCC3)nnc12	/	-0.03	-0.15
CCCn1c(Nc2ccc(Cl)cc2)nc2ccccc21	8.1	-0.8	-1.31
O=C(Nn1c(Cc2cccs2)nc2ccccc2c1=O)c1cccs1	-3.1	0.04	-0.23
COc1ccc(N2CC(C)Cn3c2nc2c3c(=O)n(Cc3ccccc3F)c(=O)n2C)c(OC)c1 (stereo unspecified)	/	-0.2	0.65
Cc1ccc(C2c3c(oc4ccccc4c3=O)C(=O)N2c2nnc(C(C)C)s2)o1 (stereo unspecified)	10.0	-0.85	0
CCOC(=O)N1CCC(Nc2nc3ccccc3nc2NS(=O)(=O)c2ccc(Cl)cc2)CC1	-7.1	0.07	0.3
O=c1cc(NCCc2ccccc2)c2ccccc2o1	-133.3	/	/
CCOP(=O)(OCC)c1nc(-c2cccc3ccccc23)oc1N1CCCCC1	-9.1	/	/
CCCCC(NC(=O)c1ccc(Cl)cc1)C(=O)O (stereo unspecified)	/	0.02	-1.04
C=CCn1c(SCc2ccc(C#N)cc2)nnc1-c1cccc(OC)c1	-164.3	-0.34	-0.57
COc1ccc(NC2CC(=O)NC2=O)cc1 (stereo unspecified)	-18.2	0.09	0.04
CCN(CC(=O)O)S(=O)(=O)c1cc(Cl)ccc1Cl	4.5	-0.14	-0.84
CCN(Cc1ccccc1)C(=O)COC(=O)c1n[nH]c2ccccc12	21.9	-0.67	-0.18
COc1ccc(NC(=S)Nc2ccc(N)c([N+](=O)[O-])c2)cc1	-30.9	-0.55	-0.81
COc1ccc(CCNC(=O)C2CCC(CNS(=O)(=O)c3ccccc3)CC2)cc1OC (stereo unspecified)	33.3	/	/
COc1cccc(=O)c2c(C)n(C)c(C)c12	39.7	0.24	0.48
COc1ccc2c(c1)C(C1C(=O)CCCC1=O)c1ccccc1O2 (stereo unspecified)	-70.0	0.33	0.25
O=C(CSc1nnc(COc2ccccc2)o1)NCCc1ccccc1	16.7	-0.32	-0.94
O=C(NCCCN1CCOCC1)c1sc2cc(Cl)ccc2c1Cl	7.7	/	/
O=C(CN1CCC(n2nnc3cc(F)ccc32)CC1)Nc1ccc2c(c1)CCC2	-50.0	-0.14	-0.74
N#Cc1ccc(NC(=O)COC(=O)C2Cc3ccccc3CN2C(=O)c2ccccc2)cc1 (stereo unspecified)	3.5	0.08	-0.08
CCC(=O)NC(=S)Nc1ccc(NC(=O)c2ccc(C)c([N+](=O)[O-])c2)cc1	0.0	-0.66	-0.99
CCOc1ccccc1NC(=O)CSc1nc2cccnc2n1C	-37.5	0.95	1.1
CC(C)(C)NCCOc1ccc(Br)cc1	3.9	0.09	-0.09
COC(=O)c1cc2cc(NS(=O)(=O)c3ccc(C)cc3)ccc2s1	66.7	-2.04	-1.35
COc1ccc(CCC(=O)Nc2cccc(S(=O)(=O)N(C)C)c2)cc1OC	28.6	1.15	-0.12
Cc1nn(-c2ccccc2)c(N2CCCC2)c1/C=C1\N=C(c2ccccc2)OC1=O	-11.1	-0.7	-0.89
CSc1cccc(NC(=O)C2CCCN(S(=O)(=O)c3ccc(F)cc3)C2)c1 (stereo unspecified)	55.2	-1.19	-0.52
O=Cc1sc(Nc2ccccc2)nc1Cl	-245.4	/	/
CCOC(=O)CSc1nc(C)cc2c1C(=O)OC2	28.6	/	/
CCN1CCN(C(=O)CN(C)S(=O)(=O)c2ccc(OC)cc2)CC1	-42.1	-0.13	-0.48
Nc1c(N2CCCCC2)c(=O)[nH]c(=O)n1-c1ccccc1	-13.8	0.26	0.75
Cc1ccc(C(=O)NCCN(C)C)cc1C	26.7	0.91	-0.98
CN1CCCc2cc(C=O)ccc21	-397.3	-0.12	-0.75
O=C(NCCN=C1NS(=O)(=O)c2ccccc21)c1ccc(S(=O)(=O)N2CCOCC2)cc1	-93.3	1.36	1.24
Cc1nn(Cc2ccccc2)c(Cl)c1C(=O)NC(C)(C)C	50.0	-0.02	-0.01
CC12CCC(c3nnc(SCc4ccc(Cl)cc4)nc31)C2(C)C (stereo unspecified)	/	-1.4	-1.12
CCOC(=O)C(Cc1ccccc1)(NC(C)=O)C(=O)OCC	-4.1	-0.07	-0.63
C/C(CCc1ccccc1)=N\NC(=O)CC(=O)NCCc1ccccc1	-25.0	-0.1	-0.28
CC(=O)OCC1CCCC2=C(C)C(=O)CCC21COC(C)=O (stereo unspecified)	41.7	0.12	-0.12
O=C(N/N=C/c1ccc(O)cc1)c1cccc(C(F)(F)F)c1	-33.3	1.08	0.19
CCSC1(SCC)N=C(N)C2(C#N)C(c3ccc(F)cc3)C12C#N (stereo unspecified)	-15.4	0.06	-0.66
O=C(Nc1ccc([N+](=O)[O-])cc1)Nc1ccc(N2CCOCC2)c2nonc12	46.7	/	/
O=C(Cn1nnc(-c2cccs2)n1)NCCc1ccccc1	18.9	-0.23	-0.51
CCn1c(SCC(=O)c2[nH]c(C)c(C(C)=O)c2C)nnc1-c1ccccc1	0.0	0.85	1.05
COc1ccc(S(=O)(=O)N(CC(=O)Nc2ccc(S(=O)(=O)N3CCOCC3)cc2)Cc2ccc(F)cc2)cc1	18.9	0.06	0.31
Cc1nc2sc(C(c3cccc(F)c3)N3CCC(O)CC3)c(O)n2n1 (stereo unspecified)	/	-0.1	-0.13
CC1=CC(=C2C(=O)c3ccccc3C2=O)C=C(C)O1	-25.0	-0.1	0.48
CCOc1ccccc1NC(=O)Cn1cnc2c(cnn2-c2ccc(C)c(C)c2)c1=O	-7.1	-0.32	0.42
COc1cc(C(=O)n2nc(C)cc2C)ccc1O	-10.3	-0.37	-0.82

Other compounds:
SMILES	INS promoter inh	SDO1 yeast rescue	SDO1 yeast rescue Rescue 24 h
Cc1cc(C)n2nc(SCc3cc(=O)n4ccccc4n3)nc2n1	33.3	/	/
CC(CCc1ccccc1)NC(=O)C(Cc1ccccc1)NS(=O)(=O)c1cccs1 (stereo unspecified)	-35.5	-1.07	-0.97
Cc1ccc(S(=O)(=O)NCc2ccc(C(=O)NCCN(Cc3ccccc3)C(C)C)cc2)cc1	42.9	/	/
C=CCn1c(SCC(=O)Nc2ccc(-c3nc4ccc(C)cc4s3)cc2)nnc1-c1ccccc1	/	-1.14	-0.46
O=P(COCCO)(c1ccccc1)c1ccccc1	/	1.68	2.16
COc1ccc(/C=N/NC(=O)CSCC(=O)Nc2ccccc2)cc1OC	24.1	1.88	1.21
Cc1cc(NS(=O)(=O)c2ccc(N)cc2)no1	45.5	-0.09	-0.67
Cc1ccc(C)n1C1CCS(=O)(=O)C1 (stereo unspecified)	/	-0.15	-0.63
NS(=O)(=O)c1ccc(N=Cc2ccc(Br)s2)cc1	-27.6	0.36	-0.49
CC(C)CNC(=O)CC(=O)N/N=C/c1ccc(F)cc1	24.1	0.69	0.18
COc1cccc(CNC(=O)Cn2cc3c(n2)CCCCC3)c1	/	-0.68	-0.53
CC(Nc1c([N+](=O)[O-])c(=O)oc2ccccc12)C(Cl)c1ccccc1 (stereo unspecified)	/	-0.99	-0.68
CC(C)(C)NC(=O)CN(Cc1cccs1)C(=O)CNS(=O)(=O)c1ccccc1	-3.6	-0.37	-0.52
Cc1c(N2C(=O)C(=O)/C(=C(/O)c3ccc(Cl)cc3)C2c2ccccc2)c(=O)n(-c2ccccc2)n1C (stereo unspecified)	-3.3	0.6	0.03
S=C1NC2(CCCCC2)N=C1c1ccccc1	0.0	-0.02	-0.52
NC(=O)NNc1ncc(C(F)(F)F)cc1Cl	-18.2	/	/
O=S1(=O)c2ccccc2N=NN1Cc1cc(Cl)cc(Cl)c1	/	-2.09	-1.31
O=C(CSc1nc2c(c(=O)n1-c1ccc(F)cc1)SCC2)N1CCCC1	42.9	-0.69	-1.58
Cc1nc(Sc2ccccc2)c(C#N)cc1-c1ccccc1	/	-0.07	-0.21
O=C(c1nsc(Cl)c1Cl)N1CCCCC1	-42.9	-0.32	-0.52
COc1ccc(-c2ccc(OC)cc2)cc1	-93.8	-0.38	-1.06
Cc1cc2c(ncn2C(C)C)c(N)c1C	/	0.87	0.54
Cc1noc(C)c1C(=O)OCC(=O)NCCc1ccc(Cl)cc1	/	-0.89	-0.84
